PG9 binder: PG9 antibody binding by small molecule; TR-FRET gp120-PG9 antibody binding; inhibition, % at 6.7 µM; 360,000 compounds, 0.43% hits; AID 624416; in the data active = inhibition above about 8.5%
ABHD4 inh: inhibits mouse alpha/beta hydrolase domain 4; 370,000 compounds, 0.54% hits; AID 720543; inhibition, % at 8.92 µM; Q8VD66; purified mABHD4, FP-Rh probe fluorescence polarization;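 active = inhibition exceeding the mean over every tested compound plus 3 SD, cut at about 30% in these data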;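 also: 0% = plate median of compound wells and 100% = S159A mutant with DMSO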
Target sequence (Q8VD66 whole entry, looked up, the tested form may be a part): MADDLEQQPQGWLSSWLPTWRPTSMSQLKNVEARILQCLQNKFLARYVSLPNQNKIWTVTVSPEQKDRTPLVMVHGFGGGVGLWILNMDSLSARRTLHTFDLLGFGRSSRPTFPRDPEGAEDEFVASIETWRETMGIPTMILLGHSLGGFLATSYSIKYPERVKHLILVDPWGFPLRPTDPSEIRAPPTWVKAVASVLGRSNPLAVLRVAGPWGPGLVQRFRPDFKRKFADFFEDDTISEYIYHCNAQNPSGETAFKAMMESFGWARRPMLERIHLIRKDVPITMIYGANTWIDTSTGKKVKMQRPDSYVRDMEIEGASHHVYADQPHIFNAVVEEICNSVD
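Test system: mABHD4 protein | Buffer or medium: HEPES pH 7.0 buffer, 150 mM NaCl, 0.01% Pluronic F-127 | Probe or stimulus: FP-Rh fluorescent activity-based probe, added after compound pre-incubation | Timing: Pre-incubation 45 min, probe exposure 60 min, at 25 °C | Technique: Fluorescence polarization, excitation 525 nm, emission 598 nm, BODIPY TMR filters | Repeats: Single well per compound (singlicate)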
HTRA1 inh: HTRA1 (human) protease inhibition. Q92743. recombinant HTRA1, FP-rhodamine activity-based probe, fluorescence polarization. inhibition, % at 5.96 µM. 340,000 compounds, 0.5% hits; in the data active = inhibition above about 36%;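 also: 0% = enzyme with DMSO and 100% = wells lacking enzyme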
TDP2 inh: blocks human TDP2 phosphodiesterase activity; inhibition, % at 12.8 µM; recombinant TDP2, T5PNP hydrolysis, p-nitrophenol absorbance 415 nm; 370,000 compounds, 0.34% hits; O95551;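 active = inhibition above the mean of all tested compounds plus 3 SD, set per campaign, cut at about 25% in these data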;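 also: 0% = DMSO with enzyme and 100% = buffer with substrate but no TDP2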
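Read-out basis: percent inhibition. System: recombinant human TDP2. Buffer or medium: Mg2+-containing Tris-HCl buffer, pH 7.5. Repeats: single replicate. Timing: reaction 2 h, 37 °C. Benchmarks: high control without enzyme, low control DMSO plus TDP2. Probe or stimulus: 5 mM T5PNP. Doses: 12.8 µM only. Measured by: epi absorbance of p-nitrophenol freed from T5PNP by hydrolysis.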
PRMT1 inh: inhibitors of human PRMT1; 370,000 compounds, 1.3% hits; Q99873; inhibition, % at 2.79 µM; recombinant PRMT1, activity-based probe fluorescence polarization;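 active = inhibition above about 21% made by adding two undisclosed values, limit read from the data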
rCAG binder: r(CAG) repeat RNA binding; inhibition, % at 3 µM; 370,000 compounds, 1.3% hits; TO-PRO-1 dye displacement fluorescence;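 active = inhibition above the plate cutoff, the mean of all test compounds on that plate plus 3 SD, cut at about 35% in these data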;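 also: 0% = DMSO alone and 100% = 100 µM mitoxantrone as full dye displacement; higher means more dye released from RNA so lower well fluorescence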
LEDGF integ inh: blocks HIV-1 LEDGF/p75-dependent DNA integration; AID 743269; 370,000 compounds, 0.64% hits; TR-FRET IN-LEDGF/p75 DNA integration, Eu/Cy5; inhibition, % at 3.7 µM;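 active = inhibition above the screen-wide mean plus 3 SD, cut at about 13% in these data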;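 also: signal is the Cy5 over europium emission ratio at 671 and 618 nm; 0% = plate median of compound wells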
SIAE inh: inhibitors of human sialic acid acetylesterase SIAE; Q9HAT2; SIAE FP-Rh probe binding, fluorescence polarization; inhibition, % at 9.66 µM; 370,000 compounds, 0.69% hits; AID 1053197;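 active = inhibition above a cutoff: mean of compounds within the control limits plus 3 SD of those, cut at about 17% in these data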;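 also: 0% = plate median of compound wells and 100% = probe without SIAE protein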
Rev-erbA mod: Rev-erb alpha (human) modulation | P20393 | Rev-erbα–FITC-DNA binding, fluorescence polarization, 90 min | activity, % at 10 µM | 370,000 compounds, 0.79% hits | AID 1259318;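 active = activity above about 14%, limit read from the data; passing the limit was not always enough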;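 also: 0% = DMSO wells with 35 nM protein and 100% = DMSO wells with 750 nM protein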
Target sequence (P20393 whole entry, looked up): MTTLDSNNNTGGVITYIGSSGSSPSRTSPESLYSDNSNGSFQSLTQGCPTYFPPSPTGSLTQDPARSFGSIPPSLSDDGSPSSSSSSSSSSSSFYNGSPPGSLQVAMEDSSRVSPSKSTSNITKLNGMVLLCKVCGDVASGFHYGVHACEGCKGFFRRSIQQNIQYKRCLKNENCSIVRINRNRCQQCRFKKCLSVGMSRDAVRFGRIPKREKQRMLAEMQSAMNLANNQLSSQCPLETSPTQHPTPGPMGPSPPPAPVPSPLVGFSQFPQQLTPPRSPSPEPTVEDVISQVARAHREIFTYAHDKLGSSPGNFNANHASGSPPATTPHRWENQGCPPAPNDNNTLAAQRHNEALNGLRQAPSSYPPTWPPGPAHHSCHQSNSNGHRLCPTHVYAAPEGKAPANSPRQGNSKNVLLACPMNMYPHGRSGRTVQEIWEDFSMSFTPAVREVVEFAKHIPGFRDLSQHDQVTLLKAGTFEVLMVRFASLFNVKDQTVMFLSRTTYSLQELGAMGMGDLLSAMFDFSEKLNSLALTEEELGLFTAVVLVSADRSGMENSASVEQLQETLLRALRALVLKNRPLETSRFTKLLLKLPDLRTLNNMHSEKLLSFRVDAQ
TCR CD3 inh: blocks the human TCR-CD3 interaction | TAMRA-labeled TCR probe fluorescence, biochemical | inhibition, % at 9.4 µM | 360,000 compounds, 0.37% hits; in the data active = inhibition above about 19%;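 also: recombinant mutant TCR 2C K166C tagged with TAMRA read by polarization; 0% = receptor in buffer alone and 100% = receptor with positive control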
Active calls of the source: *; · = no result given; & = joins results of further samples. Not all compounds are listed; count on the stated rates, not on these rows.

Under each structure: PG9 binder, ABHD4 inh, HTRA1 inh, TDP2 inh, PRMT1 inh, rCAG binder, LEDGF integ inh, SIAE inh, Rev-erbA mod, TCR CD3 inh
[1] COc1cc2c(cc1OC)C(c1ccccc1)=NCC2
→ -0.2, -5, -2, -7, 4, -6, -4, -10, -1, -2
[2] COc1ccccc1CC(=O)c1ccc(OCc2ccccc2)cc1
→ -2.3, -19, -28, 2, 0, -3, -2, -5, 1, 1
[3] CNc1cccc(-c2ccc(N3CCN(C)CC3)nc2)n1
→ 0.3, 6, ·, -6, -3, -1, -2, 4, -7, -6
[4] O=C(COC(=O)/C=C/c1cccc(F)c1)NC(=O)NCc1ccccc1
→ 0.3, -4, 7, -2, -2, -1, 1, -12, -2, -2
[5] CC(=O)C1=C(c2ccccc2)NC(=S)NC1c1ccc(O)c(O)c1 (stereo unspecified)
→ 0.1, 14, 30, 0, 3, 2, -4, 6, -2, 5
[6] CCOc1ccc(OCC)c(NC(=O)CSc2nc3c(c(=O)n(C)c(=O)n3C)n2C(C)C)c1
→ -1.2, -1, -4, -3, 0, -7, -1, 1, ·, 0
[7] CCOc1nc(SCCOc2ccc(C)cc2)nc(N(C)C)n1
→ -0.1, -16, -7, -5, 6, 0, -4, -2, 0, -5
[8] COc1ccc(CCNC(=O)c2cc(C)oc2C)cc1OC
→ -2.9, 1, 10, 2, 5, -2, -6, 0, 4, -5
[9] CN1CCN(c2nnc(-c3cccs3)c3ccccc23)CC1
→ -0.1, 6, 0, -7, -3, -6, 0, 2, -8, 2
[10] O=S(=O)(/N=C(/Nc1ccc(Cl)c(S(=O)(=O)Nc2ccccc2Cl)c1)c1ccc(F)cc1)c1ccccc1
→ 0.3&0.5, -64&-70, -40&-52, -1&13, 1&-3, 66*, -1&2, -65&-78, -2&-2, -1&2

Three consecutive entries out of the list so far:
Under each structure: PG9 binder, ABHD4 inh, HTRA1 inh, TDP2 inh, PRMT1 inh, rCAG binder, LEDGF integ inh, SIAE inh, Rev-erbA mod, TCR CD3 inh
[1] COc1cc2c(cc1OC)C(c1ccccc1)=NCC2
→ -0.2, -5, -2, -7, 4, -6, -4, -10, -1, -2
[2] COc1ccccc1CC(=O)c1ccc(OCc2ccccc2)cc1
→ -2.3, -19, -28, 2, 0, -3, -2, -5, 1, 1
[3] CNc1cccc(-c2ccc(N3CCN(C)CC3)nc2)n1
→ 0.3, 6, ·, -6, -3, -1, -2, 4, -7, -6

Following part.
Under each structure: PG9 binder, ABHD4 inh, HTRA1 inh, TDP2 inh, PRMT1 inh, rCAG binder, LEDGF integ inh, SIAE inh, Rev-erbA mod, TCR CD3 inh
[11] Cc1nc(N)sc1N=Nc1ccccc1C(F)(F)F
→ -1.5, 9, 40*, -8, 1, 5, 8, -2, 4, -2
[12] CCOC(=O)C(=O)/C(=C\N(C)C)c1onc(-c2ccccc2Cl)c1C(=O)OC
→ 0.4, 5, -4, -2, 2, 7, 0, -6, 1, -1
[13] Oc1ccc(Nc2nc(NCC3CCCO3)c3ccccc3n2)cc1 (stereo unspecified)
→ -1.2, 12, 8, 1, 1, 9, -2, 2, -5, 1
[14] CC(Sc1n[nH]c(=O)[nH]c1=O)C(=O)OCc1ccccc1 (stereo unspecified)
→ -0.5, 8, -1, -8, -1, 0, 2, -1, -5, -2
[15] CCc1nc(SCC(=O)Nc2ccc(N(C)C)cc2)c2ccccc2n1
→ -3.3, 8, 5, 4, 13, -2, 0, 4, 1, 1
[16] COc1cccc(N2CCN(C(=S)Nc3ccccc3OC)CC2)c1
→ -0.7, 3, 6, 4, 0, 1, -1, 0, -2, 6
[17] Cc1ccc(C)c(N(C(=O)c2nsc(Cl)c2Cl)C(C(=O)NC2CCCC2)c2ccc(O)cc2)c1 (stereo unspecified)
→ -1.0, 1, -9, 4, -1, -3, -3, 3, 1, 14
[18] O=S(=O)(c1ccc(OCC(O)CNCc2ccco2)c(Cl)c1)N1CCOCC1 (stereo unspecified)
→ -0.8, 7, -1, -3, 2, -2, -2, 6, -3, -6
[19] O=[N+]([O-])c1cc(C(F)(F)F)ccc1N1CCCC(O)C1 (stereo unspecified)
→ -3.6, 2, 5, 6, -1, -3, -1, 2, 7, 7
[20] O=C(CC1CCCC1)NCCS(=O)(=O)N1CCN(c2ccccc2)CC1
→ 0.2, -3, 9, 0, 0, 3, 1, -4, -6, -9
[21] O=C(Nc1ccc2c(c1)N(S(=O)(=O)c1cccs1)CCC2)c1c(F)cccc1F
→ 0.7, -32, -29, -14, -2, 6, -3, -24, 1, -2
[22] Cc1cccc(C)c1NC(=O)NC1(C(=O)NCCN2CCOCC2)CCCCC1
→ -0.8, -5, 3, 4, -2, -6, -2, -2, 7, 0
[23] C=CCn1cc(C(=O)N2CCN(CC)CC2)c(=O)c2cc(S(=O)(=O)N(CC)CC)ccc21
→ -1.5, 2, 2, 9, -3, 1, 1, 12, 7, 2
[24] Cc1ccnc(NC(=O)c2ccc(S(=O)(=O)N3CCCC3)cc2)c1
→ -2.5, -3, 0, -9, -2, -2, 2, -2, -2, -3
[25] CCN(C[C@H]1N[C@@](C)(C(=O)OC)[C@H]2C(=O)N(Cc3ccccc3)C(=O)[C@@H]12)C(=O)NC(C)C
→ 0.3, 3, 5, -6, 5, 1, -1, -7, -4, -2
[26] Nc1[nH]c(C(=O)c2ccccc2)c(-c2ccc(Cl)c(Cl)c2)c1C(=O)NCCc1c[nH]c2ccccc12
→ 1.4, 33*, ·, -8, 1, 14, -1, 11, 3, 2
[27] CCC(C)(C)NC(=O)C1CCN(S(=O)(=O)c2cccs2)CC1
→ -1.6, -3, ·, 3, 0, -4, -1, -1, 0, 2
[28] CCO[C@H]1OC(C(=O)N2CCCCCCC2)=C[C@@H](C2CCCCC2)[C@@H]1CCCO
→ 0.3, -3, -8, -2, 0, -9, 1, 2, 0, -4
[29] CSCC(=O)Nc1ccc(F)c(Cl)c1
→ 1.0, 3, -4, -3, 3, 0, 1, -9, 1, -6
[30] CCOC(=O)N1CCC(NC(=O)CC2C(=O)NCCN2Cc2ccccc2F)CC1 (stereo unspecified)
→ 0.2, -6, -1, -17, 3, -5, -5, 0, 4, 0
[31] Cc1ccc(NC(=O)c2cc(S(=O)(=O)N3CCCCC3)ccc2N2CCOCC2)c(C)c1
→ -1.5, -13, 0, -2, 3, 1, -4, 1, -4, -5
[32] O=C(c1ccc(CS(=O)(=O)c2ccc(Br)cc2)o1)N1CCCCCC1
→ -2.0, -3, -7, -9, -4, 2, 3, 10, 2, -2
[33] O=C(CSCSCC(=O)Nc1ccc2c(c1)OCO2)Nc1ccc2c(c1)OCO2
→ -0.1, 2, -6, -4, 1, -3, -3, 6, 2, 10
[34] COc1cc(NC(=O)C2CCCN(S(=O)(=O)c3ccc(C)cc3)C2)cc(OC)c1 (stereo unspecified)
→ ·, -6, ·, 2, -2, 1, 3, -5, -4, ·
[35] OCC[C@H]1C[C@H](O)[C@@H](O)[C@]2(CCc3ccccc3O2)O1
→ 0.7, 3, -6, -3, -3, 0, -1, -4, -3, 4
[36] Cc1csc2ncc(C(=O)NCc3ccccc3Cl)c(=O)n12
→ 0.8, 8, -7, -1, -3, 2, 4, -1, 0, 1
[37] CCCCCCN1CCN(C2CN(Cc3cn(Cc4ccc(C(F)(F)F)cc4)nn3)S(=O)(=O)C2)CC1 (stereo unspecified)
→ 1.3, -1, ·, -5, -3, -2, 3, -1, -2, 2
[38] O=C1C2(CCCC13COC(c1ccc(O)cc1)OC3)COC(c1ccc(O)cc1)OC2 (stereo unspecified)
→ -1.4, 2, ·, 25*, -3, -1, 0, -1, 0, 5
[39] O=C(Nc1ccc2c(c1)OCCO2)c1ccccc1Cl
→ 1.0, 7, -9, -1, -1, -2, 0, 7, 4, 4
[40] COc1ccc(CNC(=S)Nc2cccc(Cl)c2)cc1
→ -1.4, -15, ·, -3, 5, 2, -3, 4, 0, -4
[41] OCCN1CCN(c2nccn3ccnc23)CC1
→ 0.7, 7, ·, -3, 4, 1, -2, 7, 4, 2
[42] O=C(Nc1cc(Cl)ccc1F)c1ccc(-n2cncn2)c([N+](=O)[O-])c1
→ -1.6, 8, -4, 6, 3, 1, 7, 0, 1, 5
[43] CCOc1ccc(-c2cc(C(=O)N3CCN(c4ccccn4)CC3)c3ccccc3n2)cc1
→ 0.2, -3, 4, 10, 3, -1, 0, -2, 0, -9
[44] Cn1c(=O)c2c(nc(OCc3cccnc3)n2Cc2c(F)cccc2Cl)n(C)c1=O
→ 0.6, -6, 4, -7, -5, -2, 1, 6, -5, -3
[45] Cc1nc2ccc(S(=O)(=O)NCC(=O)NCc3ccc(F)cc3)cc2s1
→ ·, 0, ·, 1, 5, 6, -6, 0, 2, ·
[46] Cn1c(-c2csc(-c3ccccc3)n2)n[nH]c1=S
→ -0.3, -3, -1, 2, -3, 2, 0, 8, 3, -2
[47] CCOC(=O)C1=CC[C@@H](c2ccc(F)cc2)N(S(=O)(=O)c2ccc(C)cc2)[C@H]1c1ccccc1
→ -1.4, -13, ·, 3, 4, 9, -5, -5, 7, -9
[48] CCOC(=O)N1CCN(C(=O)C(NC(=O)c2ccc(C(C)(C)C)cc2)C(C)C)CC1 (stereo unspecified)
→ 0.9, 2, 10, -8, -3, 0, -3, -2, 1, 9
[49] COc1ccccc1CNS(=O)(=O)c1cc(-c2cc(C)no2)ccc1C(C)C
→ 0.6, -25, -54, -25, -1, 5, 1, -19, 1, -1
[50] O=C(NC(c1ccc(Cl)cc1)c1cc(Cl)c2cccnc2c1O)c1cccnc1 (stereo unspecified)
→ 0.7, 0, 60*, -1, 2, 0, -3, 1, 5, -5
[51] Cc1ccnc(NS(=O)(=O)c2ccc(NS(=O)(=O)Cc3ccccc3)cc2)n1
→ -1.9, 0, 1, -13, -1, 3, -4, -2, 6, -2
[52] CC(C)OC(=O)/C(=C/c1ccco1)c1ccccc1
→ -0.7, 1, 12, 2, -2, 4, 4, 9, 4, 9
[53] Cc1ccc(SCC(=O)c2cc(C)c(O)c(C)c2)cc1
→ -0.6, -18, -25, 14, -1, -3, 0, -1, 2, 4

Compound activity from PubChem BioAssay.
